LEDGF integ inh = blocks HIV-1 LEDGF/p75-dependent DNA integration; 0.64% of 370,000 active; TR-FRET IN-LEDGF/p75 DNA integration, Eu/Cy5; inhibition, % at 3.7 µM;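 active = inhibition above the screen-wide mean plus 3 SD, cut at about 13% in these data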;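 also: signal is the Cy5 over europium emission ratio at 671 and 618 nm; 0% = plate median of compound wells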
ABHD4 inh = ABHD4 (mouse) inhibition, primary FP screen; purified mABHD4, FP-Rh probe fluorescence polarization; Q8VD66; inhibition, % at 8.92 µM; 0.54% of 370,000 active;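 active = inhibition exceeding the mean over every tested compound plus 3 SD, cut at about 30% in these data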;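 also: 0% = plate median of compound wells and 100% = S159A mutant with DMSO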
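assay system = mABHD4 protein | compound dosing = single nominal dose of 8.92 µM, 0.89% DMSO final | read-out basis = percent inhibition of probe binding, normalized to plate controls | schedule = Enzyme–compound pre-incubation 45 min, then probe 60 min, both 25 °C | detection = fluorescence polarization, excitation 525 nm, emission 598 nm, BODIPY TMR filters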
PRMT1 FP inh = PRMT1 (human) inhibition, primary screen. inhibition, % at 2.79 µM. Q99873. 1.3% of 370,000 active. recombinant PRMT1, activity-based probe fluorescence polarization;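 active = inhibition above about 21% made by adding two undisclosed values, limit read from the data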
MBD2 inh = inhibitors of human MBD2 binding to methylated oligonucleotide | TR-FRET | inhibition, % at 4.4 µM | 0.31% of 370,000 active | AID 686964; in the data active = inhibition above about 13%
UHRF1 MBD2 ctr = blocks human UHRF1 binding to methylated DNA; Q96T88; UHRF1 binding to methylated oligo, TR-FRET; inhibition, % at 4.4 µM; 0.75% of 370,000 active; AID 687016; in the data active = inhibition above about 21%;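 also: UHRF1 SRA domain binding a hemimethylated CpG hairpin DNA probe; 0% = median of test compound wells and 100% = reference inhibitor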
HTRA1 inhibitor = inhibitors of human serine peptidase HTRA1 | Q92743 | recombinant HTRA1, FP-rhodamine activity-based probe, fluorescence polarization | inhibition, % at 5.96 µM | 0.5% of 340,000 active | AID 504803; in the data active = inhibition above about 36%;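 also: 0% = enzyme with DMSO and 100% = wells lacking enzyme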
Target sequence (Q92743 whole entry, looked up): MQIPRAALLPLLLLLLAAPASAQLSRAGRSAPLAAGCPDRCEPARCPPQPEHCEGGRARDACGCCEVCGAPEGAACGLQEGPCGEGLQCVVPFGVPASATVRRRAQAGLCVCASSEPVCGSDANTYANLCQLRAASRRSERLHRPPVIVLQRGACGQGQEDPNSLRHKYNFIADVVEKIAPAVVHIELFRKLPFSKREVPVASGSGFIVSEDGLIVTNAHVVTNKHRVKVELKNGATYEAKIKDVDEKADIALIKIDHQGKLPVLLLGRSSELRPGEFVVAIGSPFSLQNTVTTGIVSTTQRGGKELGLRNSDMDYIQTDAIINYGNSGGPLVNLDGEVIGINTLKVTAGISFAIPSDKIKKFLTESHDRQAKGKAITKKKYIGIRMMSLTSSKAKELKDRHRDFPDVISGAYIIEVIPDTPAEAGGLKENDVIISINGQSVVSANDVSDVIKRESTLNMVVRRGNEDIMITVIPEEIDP
NR1D1 modulator = modulates human Rev-erb alpha binding to DNA; activity, % at 10 µM; P20393; 0.79% of 370,000 active; AID 1259318; Rev-erbα–FITC-DNA binding, fluorescence polarization, 90 min;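 active = activity above about 14%, limit read from the data; passing the limit was not always enough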;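 also: 0% = DMSO wells with 35 nM protein and 100% = DMSO wells with 750 nM protein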
TCR-CD3 inh = human TCR-CD3 binding inhibition. TAMRA-labeled TCR probe fluorescence, biochemical. inhibition, % at 9.4 µM. 0.37% of 360,000 active. AID 651800; in the data active = inhibition above about 19%;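 also: recombinant mutant TCR 2C K166C tagged with TAMRA read by polarization; 0% = receptor in buffer alone and 100% = receptor with positive control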
PG9 binder = binds the HIV-1 gp120 antibody PG9; TR-FRET gp120-PG9 antibody binding; inhibition, % at 6.7 µM; 0.43% of 360,000 active; in the data active = inhibition above about 8.5%
rCAG RNA binder = molecules binding r(CAG) RNA repeats; r(CAG) RNA repeat, TO-PRO-1 dye displacement fluorescence; 1.3% of 370,000 active; inhibition, % at 3 µM;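 active = inhibition above the plate cutoff, the mean of all test compounds on that plate plus 3 SD, cut at about 35% in these data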;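 also: 0% = DMSO alone and 100% = 100 µM mitoxantrone as full dye displacement; higher means more dye released from RNA so lower well fluorescence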
The depositor's hits bear a star; x = not tested or not shown. The list is partial (hit frequency here may not be typical).

SMILES	LEDGF integ inh	ABHD4 inh	PRMT1 FP inh	MBD2 inh	UHRF1 MBD2 ctr	HTRA1 inhibitor	NR1D1 modulator	TCR-CD3 inh	PG9 binder	rCAG RNA binder
CCCN(CC(=O)Nc1ccccc1C)C(=O)c1ccc(N2CCCCC2)c([N+](=O)[O-])c1	-1	-5	-1	-1	1	-3	4	1	-0.8	-3
Cc1ccc(N2Cc3ccccc3OC(C)C2=O)cc1 (stereo unspecified)	2	8	-1	2	-1	6	-1	0	-1.1	2
Cn1cccc1C(=O)NC(=O)CSc1nnc(C2CC2)n1-c1ccccc1	-2	2	2	1	-1	3	-3	0	-1.9	-5
Cc1ccccc1NC(=S)N1CCN(Cc2ccc3c(c2)OCO3)CC1	0	-1	-1	1	-2	-5	5	-4	2.8	-4
COc1ccc(Sc2nnc(Cc3ccccc3)c3ccccc23)cc1	-2	-3	1	-4	-1	-2	-2	3	0.2	-1
O=C(Nc1ccc(F)cc1)c1cnc(-c2ccccc2)nc1-c1ccccc1	0	8	0	8	1	-15	2	6	2.1	-2
COc1cc2c(cc1OC)C(c1cccs1)N(C(=O)c1cccnc1)CC2 (stereo unspecified)	-3	1	1	5	0	10	-4	8	-0.9	-5
COC(=O)c1c(NC(=O)CSc2nc3ccccc3c(=O)n2-c2ccccc2)sc(C)c1C	-2	-10	5	8	10	-6	-2	-10	-0.4	8
C1CN=C(NC23CC4CC(CC(C4)C2)C3)C1	-1	-1	1	1	-3	10	1	4	-2.2	-1
COc1ccc(CNC(=O)COC(=O)c2c[nH]c(=O)[nH]c2=O)cc1OC	-1	-2	1	-1	-1	-1	3	8	0.5	1

Compounds shown so far that have a thiophene ring, fused or not:
SMILES	LEDGF integ inh	ABHD4 inh	PRMT1 FP inh	MBD2 inh	UHRF1 MBD2 ctr	HTRA1 inhibitor	NR1D1 modulator	TCR-CD3 inh	PG9 binder	rCAG RNA binder
COc1cc2c(cc1OC)C(c1cccs1)N(C(=O)c1cccnc1)CC2 (stereo unspecified)	-3	1	1	5	0	10	-4	8	-0.9	-5
COC(=O)c1c(NC(=O)CSc2nc3ccccc3c(=O)n2-c2ccccc2)sc(C)c1C	-2	-10	5	8	10	-6	-2	-10	-0.4	8

(next part)
SMILES	LEDGF integ inh	ABHD4 inh	PRMT1 FP inh	MBD2 inh	UHRF1 MBD2 ctr	HTRA1 inhibitor	NR1D1 modulator	TCR-CD3 inh	PG9 binder	rCAG RNA binder
O=C(c1cccc(C(F)(F)F)c1)C1CCCN(C(=O)Cn2cncn2)C1 (stereo unspecified)	-5	4	3	0	2	-1	8	1	-0.9	-4
O=C(CCCCCn1c(SCC(=O)c2ccccc2)nc2ccccc2c1=O)NCc1ccco1	0	-7	4	5	1	-16	6	-4	-1.0	3
COc1ccc(C(=O)NCc2nnc(SCC(=O)Nc3cccc(OC)c3)o2)cc1	0	-1	-1	0	3	1	1	5	0.1	2
Cc1cccc(C(=O)NCC(=O)N(C)Cc2nc3ccccc3c(=O)[nH]2)c1	2	5	-3	-2	-1	6	-3	3	-1.8	0
O=C(COC(=O)/C=C/c1ccc([N+](=O)[O-])cc1)NC1CCCCC1	-6	2	1	0	0	-4	-3	-8	-0.6	2
CN1CCN(Cc2c(O)ccc3c2oc(=O)c2ccccc23)CC1	2	3	0	12	7	5	-7	3	1.9	-2
C=CCOc1ccc(Br)cc1/C=C1/SC(=Nc2ccc(C(=O)O)cc2)NC1=O	-2	-36	4	2	1	-22	-7	1	-1.4	13
O=C(Nc1ccc(F)cc1)C(c1ccccc1OC(F)(F)F)N1CCN(C(=O)c2ccco2)CC1 (stereo unspecified)	1	-1	-1	0	0	x	-1	-1	0.6	0
CCCc1cn(S(=O)(=O)c2ccc(OC)cc2OC)nc1N	0	-11	3	8	3	-7	-4	-3	1.1	7
COC(=O)Cc1c(C)nc2nc(NCc3cccc([N+](=O)[O-])c3)[nH]n2c1=O	1	-5	0	-4	3	-3	-1	0	-1.5	5
Cc1ccc(CCN2CC(C(=O)NC(C)C)CC2=O)cc1 (stereo unspecified)	-2	-1	4	2	15	-2	-3	-5	-1.7	-2
O=C(CSc1ccccc1C(=O)O)NC1CCCCCCC1	-1	-2	-1	4	0	7	-3	-4	0.5	-1
C/C(=C\C(=S)Nc1ccccc1)Nc1cccc2ccccc12	3	10	9	-4	-9	9	-5	-6	-4.5	7
COC(=O)c1oc2nc(C)cc(C)c2c1N	1	-8	0	-5	-6	0	-1	3	-2.1	-2

Part of the list above in order of SMILES length, ascending:
SMILES	LEDGF integ inh	ABHD4 inh	PRMT1 FP inh	MBD2 inh	UHRF1 MBD2 ctr	HTRA1 inhibitor	NR1D1 modulator	TCR-CD3 inh	PG9 binder	rCAG RNA binder
Cc1ccc(CCN2CC(C(=O)NC(C)C)CC2=O)cc1 (stereo unspecified)	-2	-1	4	2	15	-2	-3	-5	-1.7	-2
CCCc1cn(S(=O)(=O)c2ccc(OC)cc2OC)nc1N	0	-11	3	8	3	-7	-4	-3	1.1	7
COC(=O)Cc1c(C)nc2nc(NCc3cccc([N+](=O)[O-])c3)[nH]n2c1=O	1	-5	0	-4	3	-3	-1	0	-1.5	5
O=C(Nc1ccc(F)cc1)C(c1ccccc1OC(F)(F)F)N1CCN(C(=O)c2ccco2)CC1 (stereo unspecified)	1	-1	-1	0	0	x	-1	-1	0.6	0

Of the compounds above, 3 contain a furan ring, fused or not:
SMILES	LEDGF integ inh	ABHD4 inh	PRMT1 FP inh	MBD2 inh	UHRF1 MBD2 ctr	HTRA1 inhibitor	NR1D1 modulator	TCR-CD3 inh	PG9 binder	rCAG RNA binder
O=C(CCCCCn1c(SCC(=O)c2ccccc2)nc2ccccc2c1=O)NCc1ccco1	0	-7	4	5	1	-16	6	-4	-1.0	3
O=C(Nc1ccc(F)cc1)C(c1ccccc1OC(F)(F)F)N1CCN(C(=O)c2ccco2)CC1 (stereo unspecified)	1	-1	-1	0	0	x	-1	-1	0.6	0
COC(=O)c1oc2nc(C)cc(C)c2c1N	1	-8	0	-5	-6	0	-1	3	-2.1	-2

Compound activity: PubChem, several laboratories
